# Assay outcomes from PubChem.
# CaV13 FRET inh: Primary screen for inhibitors of IQ motif and Ca2+-dependent inactivation inhibitor domain binding in CACNA1D, Förster resonance energy transfer in living cells, … | HEK cells, CFP/YFP FRET ICDI-IQ, plate reader, 10 min; percent FRET-ratio fall versus neutral wells | inhibition, % at 12.3 µM | 340,000 compounds, 0.098% hits | AID 743397;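 active = mean replicate inhibition of at least 30% and at least 1% of replicates passing that level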;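 note: 0% = median of the neutral control wells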
# HIF-2a inh: HIF-2a reporter inhibitors, primary screen, luminescence, 786-0 RCC cells | AID 624352, 2012 | 786-0 RCC cells HIF-2a reporter, luciferase luminescence, overnight | 360,000 compounds, 0.72% hits | inhibition, % at 18.8 µM;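 active = inhibition of the luminescence signal of 40% or more relative to plate controls, in a single-dose primary screen at 18.75 µM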
# Granule exo inh: LAMP-1 surface exposure blockers, TALL-104 cells – cell-based, flow cytometry, MLPCN library, primary screen. TALL-104 LAMP-1 surface exposure; cells stimulated with thapsigargin and PMA. inhibition, % at 10 µM. 360,000 compounds, 0.66% hits. AID 651702, 2012;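 active = inhibition above about 55%, limit read from the data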
# iPSC survival up: enhancers of single-cell hiPSC survival, primary screen, ATPlite luminescence; 100% = ROCK inhibitor wells, 0% = DMSO; survival enhancement, % at 20 µM; 360,000 compounds, 0.044% hits; in the data active = survival enhancement above about 18%;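 note: cells exposed to compounds for 16 hours before the ATP read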
# NR2E3 ag-1: inhibitors of NR2E3-RetCOR corepressor binding, primary screen, NR2E3 agonist project, biochemical, TR-FRET, GST-NR2E3, biotin-RetCOR. inhibition of corepressor binding, % at 4.78 µM. AID 2300, 2010. 320,000 compounds, 0.12% hits. 1536-well;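 active = percent inhibition above the cutoff of mean plus 3 SD of all tested compounds, set per screening campaign, cut at about 20% in these data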;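 note: 0% = DMSO wells and 100% = biotin wells as full block of FRET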
# Target sequence (Q9Y5X4 whole entry, looked up): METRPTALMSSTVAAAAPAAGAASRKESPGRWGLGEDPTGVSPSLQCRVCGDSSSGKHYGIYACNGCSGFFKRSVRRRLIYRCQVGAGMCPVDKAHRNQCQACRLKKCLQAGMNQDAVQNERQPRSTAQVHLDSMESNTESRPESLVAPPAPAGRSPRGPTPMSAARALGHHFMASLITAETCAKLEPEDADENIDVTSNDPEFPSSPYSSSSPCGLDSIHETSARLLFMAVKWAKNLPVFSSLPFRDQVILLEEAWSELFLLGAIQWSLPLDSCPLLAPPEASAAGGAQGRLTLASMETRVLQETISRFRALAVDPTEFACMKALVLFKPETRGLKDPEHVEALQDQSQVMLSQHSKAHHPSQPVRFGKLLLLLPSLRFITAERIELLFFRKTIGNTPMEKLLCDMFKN
#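 Material – GST-tagged NR2E3 plus biotinylated RetCOR corepressor · Quantity – NR2E3 fusion 1.35 nM · Times – 5 h incubation at 4 °C · Medium – pH 7.5 Tris-based buffer · Technique – TR-FRET, Eu(K)-anti-GST donor, streptavidin-D2 acceptor, ex 340, em 617/671 nm · Benchmarks – high control biotin, low control 0.6% DMSO · Format – 1536-well plates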
# Peg3 promoter: Peg3 promoter-driven luciferase inhibitors, primary screen, cell-based, HeLa, luciferase luminescence | HeLa PEG-Prom luciferase reporter, overnight | 360,000 compounds, 1.7% hits | inhibition, % at 20 µM;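 active = inhibition of at least 50% at 20 µM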
# PDI turbidity: inhibitors of human PDI, primary screen, biochemical, turbidity, single point, plate reader | Protein disulfide-isomerase (Homo sapiens), P07237 | PDI insulin aggregation turbidity, A650, 90 min | inhibition, % at 10 µM | 350,000 compounds, 0.052% hits;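 active = mean inhibition across replicates of 30% or more, whatever share of single replicates reach that level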;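 note: absorbance from insulin aggregation driven by PDI reduction with DTT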
# Target sequence (P07237 whole entry, looked up): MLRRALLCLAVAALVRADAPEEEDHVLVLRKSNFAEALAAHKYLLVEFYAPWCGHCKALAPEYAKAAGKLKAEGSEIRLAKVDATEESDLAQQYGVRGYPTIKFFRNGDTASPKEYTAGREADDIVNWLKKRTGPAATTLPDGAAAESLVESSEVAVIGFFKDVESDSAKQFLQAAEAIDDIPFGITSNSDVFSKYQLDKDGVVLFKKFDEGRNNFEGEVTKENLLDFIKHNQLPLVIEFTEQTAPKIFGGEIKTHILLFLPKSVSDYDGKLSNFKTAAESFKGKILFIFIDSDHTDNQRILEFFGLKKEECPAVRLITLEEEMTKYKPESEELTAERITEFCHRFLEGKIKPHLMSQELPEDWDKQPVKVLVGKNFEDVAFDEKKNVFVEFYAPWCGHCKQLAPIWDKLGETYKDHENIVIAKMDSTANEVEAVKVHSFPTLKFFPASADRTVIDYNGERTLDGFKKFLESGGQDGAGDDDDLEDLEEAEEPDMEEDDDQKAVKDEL
# Vif inh: HIV Vif self-association inhibitors, primary screen, imaging, HEK293T, single point; inhibition, % at 7.49 µM; HEK293T cells, Vif self-association by quenched fluorescence, 24 h; 340,000 compounds, 0.35% hits; AID 602346, 2012; in the data active = inhibition above about 50%, passing the limit was not always enough; note: some results filed as inactive read as strong as hits
# MITF TRPM1 inh: inhibitors of MITF-dependent TRPM1 promoter reporter, primary screen, cell-based, SK-MEL-5, single point, luciferase; SK-MEL-5 TRPM1 promoter luciferase, 24 h; inhibition, % at 12.5 µM; 330,000 compounds, 0.83% hits; AID 488899, 2010;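 active = mean inhibition across replicates of 60% or more, whatever share of single replicates reaches that level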; note: values of inactives mirror those of a sister screen read the other way
# NR2E3 ag-2: NR2E3 agonists in two-hybrid cells, primary screen, cell-based, luminescence, CHO-S, Gal4-NCOR/VP16-NR2E3; Photoreceptor-specific nuclear receptor (Homo sapiens), Q9Y5X4; luciferase; inhibition of corepressor binding, % at 3.98 µM; 360,000 compounds, 0.35% hits; AID 602229, 2012;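 active = inhibition above the mean of all tested compounds plus 3 SD, cut at about 70% in these data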;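 note: 0% = DMSO with NR2E3 transfected cells and 100% = cells lacking NR2E3 construct; higher means lower luciferase signal from less NR2E3 corepressor binding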
# aDG glyco up: activators of alpha-DG glycosylation, primary screen, uHTS, Pro5-aDG cells, AlphaScreen | alpha-DG glycosylation AlphaScreen (IIH6); 0% Pro5, 100% B10-LARGE cell signal | activation, % at 10 µM | 360,000 compounds, 0.22% hits;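 active = activation of at least 8% versus controls, or a plate z-score of at least 8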;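 note: Pro5 are CHO cells carrying HIG-tagged alpha-DG that lacks glycosylation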
# Starred values were filed as active, the others as inactive; · = not tested or not shown; & = joins results of further samples.
# Under each structure – NR2E3 ag-1	aDG glyco up	Vif inh	HIF-2a inh	iPSC survival up	MITF TRPM1 inh	Granule exo inh	NR2E3 ag-2	CaV13 FRET inh	PDI turbidity	Peg3 promoter
1) O=C(CN1CCCCCC1)Nc1cc(C(F)(F)F)ccc1Cl
 : 1	0.0	-3	5	2.7	-7	1	-9	-18	-1	13
2) COC(=O)C1=NN(c2ccccc2)C2(S1)S/C(=C\c1ccccc1)C(=O)N2c1ccccc1 (stereo not given)
 : 0	-0.1	4	2	-0.4	11	-9	5	·	-9	23
3) O=C(NCCc1ccccc1F)C(=O)Nc1nccs1
 : 0	-0.1	8	-128	1.1	-17	-1	-35	-5	-9	-80
4) CCCCCCCCC/C(=N\O)c1ccccn1
 : 1	0.5	·	-189	4.1	-37	-3	-28	-4	14	-75
5) Cc1ccc2c(c1)N=C(c1ccc(F)cc1)CO2
 : -2	0.2	8	-287	0.6	-47	-2	-48	0	-4	-153
6) COc1ccccc1Oc1ccc2c(c1)C(=O)N(CC(=O)O)C2=O
 : 6	-0.1	·	11	-0.4	2	-7	-25	·	3	9
7) Cc1ccc(C(=O)COC(=O)CCN2C(=O)C3C4CC(C(Br)C4Br)C3C2=O)cc1 (stereo not given)
 : 0	-0.1	0	13	-1.4	-17	-2	-48	-9	-2	1
8) O=C(CSc1nccc(-c2cccs2)n1)Nc1ccc(F)c(Cl)c1
 : 3	0.1	-2	17	-0.6	-3	-4	-5	-18	11	1
9) O=C(CSc1n[nH]c(=O)[nH]c1=O)Nc1ccc(C(=O)O)cc1
 : 3	-0.1	2	19	-0.5	7	-1	-10	-2	20	-5
10) O=C1CC(c2cccc([N+](=O)[O-])c2)c2ccc3ccccc3c2N1 (stereo not given)
 : -2	0.3	-8	4	-0.8	-15	1	-10	-4	7	25
11) Cc1ccc(CNC(=O)NCc2ccccc2)cc1
 : 0	-0.2	·	-50	1.8	-11	1	-15	1	10	-22
12) Cc1ccc(NC(=O)Nc2cccc(C)n2)cc1
 : -1	0.0	-9	-228	0.2	-75	2	-65	-20	3	-262
13) CC(Sc1ccc2ccccc2n1)C(=O)O (stereo not given)
 : ·	0.1	2	14	0.0	6	0	-14	-5&-5	-3	3
14) Cc1ccc(NC(=O)c2cc(-c3ccco3)on2)cc1C
 : 5	-0.2	0	-256	-1.7	-49	21	-130	-7	-1	-368
15) CC1=Nc2ccccc2/C1=C/c1sc(=O)n(CC(=O)N2CCCC2)c1O
 : 1	-0.2	-36	18	0.6	18	0	-1	·	2	17
16) CC1Cc2cc(/C(O)=C3/C(=O)C(=O)N(CCN4CCOCC4)C3c3cccc(O)c3)ccc2O1 (stereo not given)
 : 6	-0.2	1	-9	-3.0	-38	2	-38	-2	3	-13
17) O=C(Nc1cccc(Cl)c1Cl)c1ccncc1
 : -2	0.0	9	1	0.1	-5	-1	-1	-3	-5	-12
18) Nc1nc2c(ncn2[C@@H]2O[C@H](CNC(=O)[C@H](N)C3CCCCC3)[C@@H](O)[C@H]2O)c(=O)[nH]1
 : ·	-0.2	-4	19	-0.7	·	0	-16	-6	·	6
19) COc1ccc(N2C(=O)c3ccccc3C2=O)cc1
 : -3	2.4	2	-23	-0.3	5	0	0	8	-2	-23
20) NC(=S)NN=C1CCCCC12CCCC2
 : ·	0.3	0	-7	-0.7	-6	-7	33	-20	9	5
21) O=S(=O)(c1ccc2[nH]ccc2c1)N1CCCCCC1
 : -2	-0.1	-7	15	-0.5	8	0	0	-3	0	13
22) COc1ccc(/C(O)=C2\C(=O)C(=O)N(Cc3ccco3)C2c2cc(OC)ccc2OC)cc1 (stereo not given)
 : 17	0.0	-4	-17	0.9	-1	2	0	·	-2	11
23) Cc1ccc(Cl)cc1N1CCN(C(=O)Cc2csc(Nc3nc(=S)[nH]c4ccccc34)n2)CC1
 : -2	-0.2	5	2	0.6	32	-1	-21	-4	-2	34
24) Cc1ccc(C)c(OCC(=O)NNC(=O)CSC(=S)N2CCCC2)c1
 : -1	0.1	·	5	0.0	-3	-10	-21	-6	-3	-8
25) Clc1ccccc1-c1nn2c(Cn3cnc4ccccc43)nnc2s1
 : 1	0.3	12	1	-1.9	1	1	-3	-8	2	19
26) COc1ccc(C2OC(CCc3ccccc3)CC3=C2C(=O)OC(C)(C)O3)cc1 (stereo not given)
 : ·	-0.3	·	9	2.4	·	-4	6	-8	·	14
27) COc1cccc(-c2nc(N3CCCC3)c3ccccc3n2)c1O
 : 3	-0.2	-2	-44	-0.2	-10	43	21	-5	5	0
28) O=C(Nc1ccc(Cl)cc1)N1CCC(c2nc(-c3cccs3)no2)CC1
 : 5	0.4	-6	-43	3.8	0	-1	2	-3	-11	-20
29) CN(C(=O)Cn1cc(C(F)(F)F)ccc1=O)c1c(N)n(Cc2ccccc2)c(=O)[nH]c1=O
 : 0	-0.1	-15	16	-0.3	12	2	12	2	-10	19
30) CC(SCc1ccccc1)C(=O)Nc1ccccc1F (stereo not given)
 : -3	0.0	7	-43	-0.6	-6	-5	·	2	-3	-18
31) O=C(CCN1C(=O)CSc2ccccc21)Nc1cccc(C(F)(F)F)c1
 : 0	-0.1	-3	-13	-0.4	4	-2	16	-5	-17	13
32) COc1ccc(CNc2cc(C)nc3ccc(OC)cc23)cc1
 : 4	0.5	1	23	-0.3	39	32	-24	-2	-1	45
33) COc1ccc(S(=O)(=O)NCC(c2ccc3c(c2)OCO3)N2CCOCC2)cc1 (stereo not given)
 : 1	-0.1	-11	11	-0.2	0	-1	-27	-13	4	13
34) CCN(CC)c1ccc(/C=C(\C#N)C(=O)c2ccc(Br)cc2)cc1
 : -11	0.2	-7	-37	3.6	-6	4	0	-16	-15	0
35) Cc1cc(C(=O)CC#N)c(C)n1CC(F)(F)F
 : 1	-0.3	·	4	5.6	1	16	0	·	7	-1
36) O=C(NCc1ccco1)c1c(F)c(F)c(F)c(C(=O)NCc2ccco2)c1F
 : 2	1.7	-6	7	-0.4	-3	-1	-15	-5	13	-6
37) CC1CN(C(=O)N2c3ccccc3Sc3ccccc32)CC(C)O1 (stereo not given)
 : -2	0.0	-8	14	0.3	10	0	-4	-2	19	20
38) Cc1ccc(NC(=O)c2cc(S(=O)(=O)N(C)C)ccc2N2CCCC2)cc1S(=O)(=O)N(C)C
 : 1	0.0	0	13	-0.4	19	9	-41	-6	0	5
39) Cc1nn(CC#N)c(=O)n1-c1ccc(Cl)cc1
 : -1	0.0	-11	24	-0.9	6	-2	-31	-3	-5	-1
40) N#CCC(=O)Nc1ccc(C(=O)Nc2cccc(S(N)(=O)=O)c2)cc1
 : 0	0.2	3	15	-0.6	7	-2	-10	-3	-6	5
41) CCOC(=O)C1CCCN(C2CC(=O)N(c3cccc(C(F)(F)F)c3)C2=O)C1 (stereo not given)
 : -3	0.0	-3	22	-0.2	9	4	-2	-6	4	2
42) Cc1ccc(S(=O)(=O)N2CCN(S(=O)(=O)N3CCCCCC3)CC2)cc1
 : -4	0.2	-4	11	0.6	0	-4	21	-4	1	5
43) C=CCn1c(NCc2ccc(OC)cc2O)nc2ccccc21
 : -1	0.6	-2	-169	-0.5	-44	13	-51	-3	-2	-151
44) C/C(=N\NC(=O)CNC(=O)c1ccco1)c1ccc(Br)cc1
 : -5	0.0	-4	-26	-0.1	-6	9	-17	-3	6	0
45) O=C(NCc1ccc2c(c1)OCO2)c1cc(=O)[nH]c2ccccc12
 : 3	0.2	0	-2	-0.7	32	0	-6	-6	-1	5

# Looked up above:
# NR2E3 ag-2, COc1ccc(S(=O)(=O)NCC(c2ccc3c(c2)OCO3)N2CCOCC2)cc1 (stereo not given) reads -27
# Granule exo inh, Cc1ccc(S(=O)(=O)N2CCN(S(=O)(=O)N3CCCCCC3)CC2)cc1 reads -4

# (list continues)
# Under each structure – NR2E3 ag-1	aDG glyco up	Vif inh	HIF-2a inh	iPSC survival up	MITF TRPM1 inh	Granule exo inh	NR2E3 ag-2	CaV13 FRET inh	PDI turbidity	Peg3 promoter
46) O=C1CC(c2ccc(F)cc2)Cc2nc(NCC3CCCO3)ncc21 (stereo not given)
 : 2	0.0	16	15	6.5	-16	1	-14	-5	-5	18
47) CCn1cc(C2=NOC(C(=O)Nc3c(C)nn(Cc4ccc(F)cc4)c3C)C2)c(C)n1 (stereo not given)
 : ·	-0.1	2	8	-0.5	7	9	-6	-6	4	4
48) Cc1ccc(S(=O)(=O)N2CCCCC2)cc1C(=O)NCCN1CCOCC1
 : 0	0.0	-3	3	-0.8	-13	6	-13	-2	-1	-7
49) Cc1cc(N=Nc2ccc3ccccc3c2)ccc1O
 : -1	-0.4	-1	-307	-0.6	-53	8	-150	1	-4	-343
50) Cc1ccc(F)cc1C(=O)N1CCCC(c2cc(C(=O)NCc3ccc(F)cc3)no2)C1 (stereo not given)
 : ·	0.2	-13	5	-3.2	·	-3	19	-5	15	0
51) CCOC(=O)c1cc2c(nc1C)-c1cc(Cl)cc(Cl)c1OC2O (stereo not given)
 : 4	0.0	5	-12	-0.3	1	-10	12	-5	-5	-23
52) CCCNc1nc2c(c(=O)[nH]c(=O)n2C)n1Cc1ccc(F)cc1
 : 2	0.0	·	-1	0.3	-8	-2	-6	-6	-4	13
53) CC1(C(=O)O)Cc2ccccc2C(=O)O1 (stereo not given)
 : 0	0.0	-6	4	0.9	4	-2	10	-6	0	16
54) NC(=O)c1cc([N+](=O)[O-])ccc1NCCc1ccccc1
 : ·	-0.2	-4	-53	-0.5	-27	16	-18	-2	-2	-52
55) CC(=O)N/C(=C\c1ccccc1)C(=O)OC(C)C(=O)Nc1ccccc1F (stereo not given)
 : 1	0.4	4	15	-0.5	·	6	7	-6	-6	12
56) C=C(C)CN(CC)C(=O)CSc1nc(O)cc(=O)n1C1CCCC1
 : 0	0.1	4	3	0.3	6	-6	-3	-3	11	12
57) CCc1cccc(NC2c3ccccc3C(=O)N2c2ccc(C)cn2)c1 (stereo not given)
 : 6	0.0	-5	-129	-0.3	·	-1	-174	16	·	-23
58) CNC(=O)c1ccc(Nc2nc(-c3ccccc3)nc3ccccc23)cc1
 : 2	-0.1	-5	-87	-0.2	-10	6	-22	-7	5	32
59) COC(=O)c1ccccc1S(=O)(=O)N(CCCO)Cc1cc2c(C)ccc(C)c2[nH]c1=O
 : 0	0.3	3	17	-0.6	-4	0	16	-7	-4	22
60) COc1cccc(C(O)c2ncc(-c3ccc(C(F)(F)F)cc3)[nH]2)c1 (stereo not given)
 : ·	0.0	-5	-3	1.1	·	19	-33	-8	-2	13
61) O=C(COc1ccc(Cl)cc1)NCCCNC(=O)c1ccccn1
 : 5	0.0	0	8	-0.3	11	11	-11	-3	0	13
